Salmonella PhoP GFP – PhoP regulon inhibitors, Salmonella typhi PhoP promoter GFP reporter, confirmatory (AID 1850) | Salmonella Typhi PhoP-promoter GFP reporter, fluorescence, 4 h; higher % means a stronger effect | inhibition, % at 50 µM, or IC50 in µM where a hit was titrated | actives 0.33% (n = 310,000); in the data active means a potency from the dose series; inconclusive means inhibition mostly from about 25% at the one dose, without a potency; inactive means the rest, 99 in 100 with inhibition below about 19%;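 further: 0% = induced wells with vehicle and 100% = uninduced wells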
VEEV TC-83 Vero – inhibitors of VEEV TC-83 cytopathic effect, confirmation, Vero cells (AID 588727). Vero cells, VEEV TC-83 cytopathic effect inhibition; higher % means a stronger effect. actives 0.13% (n = 350,000). inhibition, % at 20 µM, or IC50 in µM where a hit was titrated; in the data active means a potency from the dose series; inconclusive means inhibition mostly from about 14% at the one dose, without a potency; inactive means the rest, 99 in 100 with inhibition below about 12%; further: strong numbers were not always called active
M. tuberculosis HTS – M. tuberculosis growth inhibition, HTS (AID 449762); M. tuberculosis H37Rv growth inhibition, 7H9 media; higher % means a stronger effect; actives 0.59% (n = 330,000); one-dose inhibition, % at 25 µM; IC50 in µM for titrated hits; in the data active means a potency from the dose series; inconclusive means inhibition above about 70% without an active follow-up result;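 further: bacterial growth assessed after seven days of incubation; strong numbers were not always called active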
influenza NS1A – H1N1 influenza NS1A inhibitors, functional cell based assay (AID 504329). NS1A functional cell-based assay, percent inhibition; higher % means a stronger effect. inhibition, % at 12.5 µM, or IC50 in µM where a hit was titrated. actives 0.3% (n = 340,000); in the data active means a potency from the dose series; inconclusive means inhibition above about 27% without an active follow-up result; further: strong numbers were not always called active
tuberculosis growth – growth inhibition of non-replicating M. tuberculosis (AID 488890); Mycobacterium tuberculosis non-replicating, growth inhibition; higher % means a stronger effect; inhibition, % at 25 µM; hits with a dose series show IC50 in µM; actives 0.39% (n = 320,000); in the data active means a potency from the dose series; inconclusive means inhibition mostly from about 82% at the one dose, without a potency; inactive means the rest, 99 in 100 with inhibition below about 76%;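 further: plate controls were DMSO cells for no effect and high antibiotic wells for full effect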
VEEV TC-83 Vero 10K pilot screen – further read-out of VEEV TC-83 Vero, marked with its call; inhibition, %; measured here: 10K pilot screen inhibition
* marks the source's active call; other numbers are inactive results; i = inactive; ? = inconclusive; . = no result given.

SMILES	Salmonella PhoP GFP	VEEV TC-83 Vero	M. tuberculosis HTS	influenza NS1A	tuberculosis growth	others
O=C(Cc1ccc(Cl)c(Cl)c1)Nc1ccc(S(=O)(=O)Nc2ncccn2)cc1	15%	0.4%	-1%	-8%	10%
Cn1nnnc1SCC(=O)Nc1ncc(C(F)(F)F)cc1Cl	.	2.0%	-2%	-4%	-1%
CN(Cc1cnccn1)C(=O)CC1C(=O)NCCN1Cc1cccc(Oc2ccccc2)c1 (configuration not stated)	-5%	8.0%	-12%	-3%	19%
CCCCNC(=S)NC(=O)c1ccccc1Br	1%	i	6%	-8%	7%
O=C(Nc1ccc(-c2nnn(CC(=O)N3CCN(C(=O)c4ccco4)CC3)n2)cc1)c1ccccc1F	-5%	.	7%	.	34%
COc1cc2c(cc1OC)C(C)N(S(=O)(=O)c1ccc(C)cc1)CC2 (configuration not stated)	5%	0.1%	10%	-8%	-9%
Cc1ccccc1C(=O)Nc1ccc(N2CCCCCC2)cc1	14%	6.5%	-5%	16%	-2%
COc1ccc(S(=O)(=O)N2CCCCCC2)cc1C(=O)N(C)Cc1ccc(OC)c(OC)c1OC	-2%	6.8%	-6%	-3%	6%
O=C(/C=C/c1ccco1)Nc1cccc(C(=O)Nc2ccccc2C(=O)O)c1	21%	0.4%	-3%	-13%	9%
O=C(Nc1ccc2oc(-c3ccncc3)nc2c1)c1ccc(F)cc1	6%	1.1%	1%	7%	-4%
COC(=O)c1ccc(CSc2nc3c(cnn3-c3ccc(Cl)cc3)c(=O)[nH]2)o1	.	0.9%	.	-8%	.
Cc1ccc(S(=O)(=O)c2nc(-c3ccccc3)oc2NCCCN2CCOCC2)cc1	.	i	.	-5%	.
COC(=O)NCC(C)OC(=O)Nc1cccc(Cl)c1 (configuration not stated)	-5%	2.1%	-3%	1%	-17%
COc1ccc(C(=O)COC(=O)c2ccc3ccccc3n2)cc1	7%	1.4%	32%	-5%	?
Cc1c(Nc2nc3ccccc3nc2NS(=O)(=O)c2cccc(Cl)c2)c(=O)n(-c2ccccc2)n1C	-6%	2.9%	-1%	-5%	-15%
O=C(c1ccco1)c1cn[nH]c1-c1ccc(Cl)cc1O	-18%	6.2%	0%	11%	2%
COc1ccc(N2CCN(C(=O)NCc3ccc(OC)c(OC)c3)CC2)cc1	-2%	0.6%	9%	15%	15%
CCCCOc1ccc(/C(O)=C2/C(=O)C(=O)N(CCCOC)C2c2ccncc2)cc1 (configuration not stated)	11%	3.2%	?	6%	27%
CCOC(=O)c1ccc(N2C(=O)c3n[nH]c(C)c3C2c2ccc(OC)cc2)cc1 (configuration not stated)	-6%	i	4%	-7%	41%
Cc1cc2c(cc1C)C(c1ccccc1F)CC(=O)N2 (configuration not stated)	-2%	i	-3%	0%	12%
Cc1cccc(C(=O)NCCC(=O)NCc2ccccc2Cl)c1	.	2.1%	11%	-17%	5%
O=C(O)Cc1sc(-c2ccc(C(=O)O)cc2)nc1-c1ccccc1	-13%	i	-5%	-4%	-1%
CN1C(=O)c2ccccc2N(C)C1c1cccs1 (configuration not stated)	5%	0.5%	3%	2%	6%
O=C(c1cc(COc2ccc3ncccc3c2)on1)N1CCC[C@H]1CO	-8%	2.1%	-17%	-12%	11%
Cc1ccc(NC(=O)C2CCCN(C(=O)c3ccc(Cl)cc3)C2)cc1C (configuration not stated)	2%	0.4%	4%	1%	78%
NS(=O)(=O)c1cccc(NC(=O)COC(=O)CCCc2c[nH]c3ccccc23)c1	4%	0.1%	7%	8%	8%
CCCCCCC(=O)N1CCCC(c2nc(-c3cccc(OC)c3)no2)C1 (configuration not stated)	-3%	i	0%	9%	34%
CCOC(=O)N1CCN(C(=O)c2ccc(N(Cc3ccccc3Cl)S(C)(=O)=O)cc2)CC1	5%	1.5%	-5%	-12%	-5%
O=c1cc(-c2ccc(O)c(-c3c(O)cc(O)c4c(=O)cc(-c5ccc(O)cc5)oc34)c2)oc2cc(O)cc(O)c12	5%	7.2%	-2%	4%	8%	VEEV TC-83 Vero 10K pilot screen=8.3
CCOc1ccccc1CNC(=O)CCCc1cn(C)c2ccccc12	-13%	2.9%	-6%	-7%	.
Cc1cc(C(=O)OCC(=O)N2C(C)CCCC2C)c(C)o1 (configuration not stated)	8%	0.4%	-6%	-10%	3%
C[C@H]1C(=O)N(C)CCN1C(=O)c1ccccc1OC1CCN(S(C)(=O)=O)CC1	-18%	3.9%	10%	-5%	19%
Cc1ccc(C(=O)NC2CCCc3c2cnn3-c2ccc(F)cc2F)cn1 (configuration not stated)	3%	i	9%	6%	16%
NC(=O)CSc1nnc(-c2ccncc2)o1	1%	0.8%	-7%	12%	.
CC1C(=O)N(Cc2ccc([N+](=O)[O-])cc2)c2ccccc2N1C(=O)c1c(F)cccc1F (configuration not stated)	-6%	6.3%	-1%	2%	4%
Cc1cccc(C(=O)NC(=S)N(C)C2CCCCC2)c1	-6%	4.6%	67%	-1%	27%

Quoted at random: two compounds from above, in no set order.
SMILES	Salmonella PhoP GFP	VEEV TC-83 Vero	M. tuberculosis HTS	influenza NS1A	tuberculosis growth	others
Cc1cccc(C(=O)NC(=S)N(C)C2CCCCC2)c1	-6%	4.6%	67%	-1%	27%
Cc1ccc(NC(=O)C2CCCN(C(=O)c3ccc(Cl)cc3)C2)cc1C (configuration not stated)	2%	0.4%	4%	1%	78%

(cont.)
SMILES	Salmonella PhoP GFP	VEEV TC-83 Vero	M. tuberculosis HTS	influenza NS1A	tuberculosis growth	others
COc1ccccc1CNC(=O)/C(C#N)=C/c1ccc(OC)c(OC)c1OC	2%	1.1%	-5%	-3%	17%
O=C(COc1ccc(S(=O)(=O)NC2CCCCC2)cc1)NCc1cccnc1	4%	8.7%	12%	-1%	9%
COc1ccc(OC)c(/C=N/NC(=O)C(=O)N/N=C/c2cc(OC)ccc2OC)c1	-3%	i	9%	16%	-8%
Cc1ccc(S(=O)(=O)Nc2nc3ccccc3nc2Nc2cccc(S(=O)(=O)N3CCCC3)c2)cc1	-1%	1.7%	-6%	14%	-1%
O=C(CSc1nnc(CNc2ccc(F)cc2)o1)N1CCN(C(=O)c2ccco2)CC1	-4%	0.4%	1%	-8%	14%
COC(=O)c1sccc1NC(=O)c1ccc(Cl)s1	8%	3.9%	-3%	-6%	37%
CCN1CCN(c2nc3c(c(=O)[nH]2)CCC3)CC1	11%	0.3%	-8%	-8%	-1%
Cc1cccc(C(=O)NNC(=O)C2CCCO2)c1 (configuration not stated)	9%	5.8%	-10%	10%	-10%
COCCn1c(N)c(Sc2ccc([N+](=O)[O-])cc2)c(=O)[nH]c1=O	4%	1.5%	3%	0%	8%
CCn1c(=S)[nH]c2c(c1=O)C(C)(C)Cc1ccccc1-2	.	2.8%	.	-7%	.
Cc1c(C(=O)NC2CCCc3ccccc32)oc2ccc(S(=O)(=O)N3CCCC3)cc12 (configuration not stated)	-8%	i	7%	2%	4%
Cc1nc2ccc(S(=O)(=O)NC(C(=O)NCc3ccc4c(c3)OCO4)C(C)C)cc2s1 (configuration not stated)	-1%	1.6%	-3%	-6%	.

Some of these compounds in order of heavy-atom count, largest number first.
SMILES	Salmonella PhoP GFP	VEEV TC-83 Vero	M. tuberculosis HTS	influenza NS1A	tuberculosis growth	others
O=C(CSc1nnc(CNc2ccc(F)cc2)o1)N1CCN(C(=O)c2ccco2)CC1	-4%	0.4%	1%	-8%	14%
O=C(COc1ccc(S(=O)(=O)NC2CCCCC2)cc1)NCc1cccnc1	4%	8.7%	12%	-1%	9%
CCN1CCN(c2nc3c(c(=O)[nH]2)CCC3)CC1	11%	0.3%	-8%	-8%	-1%

The list continues.
SMILES	Salmonella PhoP GFP	VEEV TC-83 Vero	M. tuberculosis HTS	influenza NS1A	tuberculosis growth	others
O=C(COC(=O)Cc1c(F)cccc1Cl)NCc1ccc2c(c1)OCO2	.	9.7%	1%	2%	34%
COc1ccccc1NC(=O)/C=C/c1cc([N+](=O)[O-])ccc1OC(F)F	7%	0.9%	-2%	-11%	-11%
COc1cccc(-n2nc(C(=O)NCC3CCCO3)c3ccccc3c2=O)c1 (configuration not stated)	-1%	0.5%	6%	4%	10%
CSc1ncccc1C(=O)OCC(=O)NCCC1=CCCCC1	5%	0.5%	0%	-1%	15%
COc1ccc(CNC(=O)COC(=O)CCCOc2ccc(Cl)cc2Cl)cc1OC	-9%	i	1%	-3%	56%
NC(N)=Nc1nc(C2COc3ccccc3O2)cs1 (configuration not stated)	-9%	4.2%	3%	-1%	66%
CCCC1(C(=O)OC)NC(c2cccc(F)c2)C2C(=O)N(CC)C(=O)C21 (configuration not stated)	3%	6.4%	-13%	-1%	-14%
O=C(Nc1ccc(S(=O)(=O)Nc2cnc3ccccc3n2)cc1)c1ccc(Cl)cc1Cl	6%	i	-7%	.	0%
O=C(COC(=O)/C=C/c1ccc(Br)o1)Nc1ccccc1F	-4%	.	2%	.	47%
C/C(=C/Cc1c(O)cc2oc(C)cc(=O)c2c1O)COC1OC(CO)C(O)C(O)C1O (configuration not stated)	-12%	3.4%	-6%	-9%	-17%
O=C(NC(=S)Nc1nc(-c2ccc(Cl)cc2)cs1)c1cccs1	-13%	1.6%	7%	-4%	-8%	VEEV TC-83 Vero 10K pilot screen=0.0
COC(=O)CCC(C)N1CCC(Oc2ccc(C(=O)N3CCCC3)cc2)CC1 (configuration not stated)	-11%	0.4%	-11%	18%	2%

Molecules from the list above with two or more sulfur atoms, in the order listed:
SMILES	Salmonella PhoP GFP	VEEV TC-83 Vero	M. tuberculosis HTS	influenza NS1A	tuberculosis growth	others
Cc1ccc(S(=O)(=O)Nc2nc3ccccc3nc2Nc2cccc(S(=O)(=O)N3CCCC3)c2)cc1	-1%	1.7%	-6%	14%	-1%
COC(=O)c1sccc1NC(=O)c1ccc(Cl)s1	8%	3.9%	-3%	-6%	37%
Cc1nc2ccc(S(=O)(=O)NC(C(=O)NCc3ccc4c(c3)OCO4)C(C)C)cc2s1 (configuration not stated)	-1%	1.6%	-3%	-6%	.
O=C(NC(=S)Nc1nc(-c2ccc(Cl)cc2)cs1)c1cccs1	-13%	1.6%	7%	-4%	-8%	VEEV TC-83 Vero 10K pilot screen=0.0

The listing continues.
SMILES	Salmonella PhoP GFP	VEEV TC-83 Vero	M. tuberculosis HTS	influenza NS1A	tuberculosis growth	others
Cc1cccc(N(C(=O)c2csnn2)C(C(=O)NC2CCCCC2)c2ccncc2)c1 (configuration not stated)	-19%	1.1%	10%	10%	-10%
COc1ccc(CN2CCN(C(=O)c3ccco3)CC2)cc1OCc1ccccc1	5%	5.5%	-1%	9%	11%
O=c1[nH]c(CN2CCCCC2)nc2c1C1(CCCCC1)Cc1ccccc1-2	-3%	0.1%	?	-1%	18%
Cc1cccc(CC2CC(=O)N(c3ccccc3)C2=O)c1 (configuration not stated)	-4%	0.7%	3%	-1%	8%
O=Cc1cccn1-c1sc2c(c1C(=O)O)CCCC2	-2%	0.5%	7%	3%	-8%
COc1cccc(-c2cc(=O)c3cc(NC(=O)c4ccccc4)ccc3[nH]2)c1	-11%	i	-1%	4%	-2%	VEEV TC-83 Vero 10K pilot screen=5.0
O=C(c1ccccc1F)c1cn(CC(=O)N2CCCCC2)c2ccccc12	-8%	1.8%	0%	4%	10%
CN(C)S(=O)(=O)N1CCC(c2ccc(F)cc2)C(COc2ccc3c(c2)OCO3)C1 (configuration not stated)	-1%	4.0%	8%	-8%	6%
S=P(NCCNP(=S)(N1CC1)N1CC1)(N1CC1)N1CC1	.	i	.	-13%	.
CN1CCN(C(=O)CSc2cc(=O)n(C)c3ccccc23)CC1	-5%	i	-2%	-8%	11%
Cn1nc(C(C)(C)C)c([N+](=O)[O-])c1C(=O)Nc1ccc(Br)cc1	4%	2.8%	4%	4%	31%
CCc1nc2ccccc2n1CC(O)COc1ccc(NC(C)=O)cc1 (configuration not stated)	1%	i	-6%	6%	0%
COc1ccc(C(=O)N=c2sc3c(C)ccc(OC)c3n2C)cc1OC	-4%	2.0%	1%	-24%	-10%

Screening data: PubChem BioAssay, Southern Research Specialized Biocontainment Screening Center
